HT1080-NT tox = kills 2HG-producing HT-1080-NT fibrosarcoma cells; Potency, µM (doses to about 46.1 µM), for inactives: at the highest dose activity, negative = less viability, usual class: cytotoxic; 360,000 compounds, 1.6% hits; HT-1080-NT fibrosarcoma viability, CellTiter-Glo ATP luminescence, 48 h;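 further: NT is the 2HG producing partner of a matched IDH1 knockdown line; potency means the concentration at half of the fitted maximal effect; 0% = DMSO-treated cells and -100% = media-only wells without cells; nearly all actives have a fitted effect of over 55% in size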
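Fibrosarcoma NT cells, 750 per well in 5% FBS RPMI, were exposed to compound for 48 hours. Viability: CellTiter-Glo luminescence.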
SW480 rereplic = DNA re-replication induction in SW480 cells. SW480 DNA re-replication, Hoechst DNA content imaging, 48 h. Potency, µM (series often up to 46.1 µM), for inactives: at the highest dose re-replication activation, usual class: activators. 340,000 compounds, 1.8% hits; further: potency means the concentration at half of the fitted maximal effect; % of control where 0% means no effect; nearly all actives have a fitted effect of over 55% in size
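Cells (250 per well) received 23 nL compound or DMSO by pin tool and were kept 48 hr at 37 C, 5% CO2. Nuclei were then stained with Hoechst for 40 min and scanned for DNA content.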
KB-V1 cytotox = kills drug-selected multidrug resistant KB-V1 cells; KB-V1 MDR cells viability, CellTiter-Glo, 72 h; Potency, µM (highest dose often 46.1 µM), for inactives: at the top dose activity change, negative = cytotoxicity, hits mostly cytotoxic; 400,000 compounds, 3.4% hits; AID 1347076; further: potency means the concentration at half of the fitted maximal effect; on the % scale 0 is the no-effect control and ±100 the full control effect; nearly all actives have a fitted effect of over 60% in size
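Cells of the MDR subline KB-V1 are plated, dosed with compound at multiple concentrations, and incubated 72 h at 37 degrees C; CellTiter-Glo is then added and luminescence read after 10 min.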
IL-1B inflam inh = blocks inflammasome-driven IL-1 beta release | THP-1 LPS/ATP IL-1B secretion, AlphaLISA, 16 h; active compounds read low | activity change, % at 57.5 µM | 360,000 compounds, 4.7% hits | AID 743279; in the data active means activity change below about -50%; inconclusive means mostly about -30% to -49%; further: on the % scale 0 is the no-effect control and ±100 the full control effect
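Secreted IL-1B measured by AlphaLISA bead assay after 16 h compound exposure of THP-1 cells; compounds (final up to 57.5 uM) added 1 h before LPS (250 ng/mL) and ATP (1.25 mM) stimulation; lower signal means less secretion.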
ATXN2 expr inh = ATXN2 expression inhibition; HEK-293 ATXN2-luciferase reporter, luminescence, 24 h; Potency, µM (titrated, usually from 57 µM), for inactives: top-dose activity change, negative = inhibition, actives largely listed as inhibitors; 360,000 compounds, 0.72% hits; AID 1745845; further: potency means the concentration at half of the fitted maximal effect; on the % scale 0 is the no-effect control and ±100 the full control effect; nearly all actives have a fitted effect of over 55% in size
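qHTS (up to 57 uM final) was run with 24 h compound exposure of reporter cells at 37 °C. Each well was multiplexed: SteadyGlo luminescence measured ATXN2-luciferase expression after a fluorogenic Gly-Phe-AFC viability readout (25 uM final).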
MCF10A rereplic = inducers of DNA re-replication in MCF 10A breast cells. MCF 10A DNA re-replication, Hoechst nuclear intensity, 48 h. Potency, µM (highest dose often 46.1 µM), without a hit: at the highest dose activity, positive = re-replication, hits mostly activators. 350,000 compounds, 2.9% hits; further: potency means the concentration at half of the fitted maximal effect; % of control where 0% means no effect; nearly all actives have a fitted effect of over 50% in size
KB-3-1 tox = KB-3-1 parental cell cytotoxicity; KB-3-1 viability, CellTiter-Glo ATP luminescence, 72 h; Potency, µM (highest dose often 46.1 µM), inactives show at the highest dose activity change, negative = cytotoxic, usual class: cytotoxic; 400,000 compounds, 1.4% hits; AID 1347075; further: potency means the concentration at half of the fitted maximal effect; on the % scale 0 is the no-effect control and ±100 the full control effect; nearly all actives have a fitted effect of over 60% in size
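72 h, 37 °C compound treatment of KB-3-1 parental cells; CellTiter-Glo added, 10 min, luminescence read. Data corrected against DMSO-only plates and normalized before curve fitting.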
HT1080 IDH1KD tx = HT-1080 IDH1 knockdown cell toxicity (counter line); Potency, µM (series often up to 46.1 µM), inactives show at the top dose activity, negative = toxicity, most hits filed as cytotoxic; HT-1080 IDH1 knockdown viability, ATP luminescence, 48 h; 360,000 compounds, 2% hits;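 further: potency means the concentration at half of the fitted maximal effect; 0% = DMSO wells and -100% = cell-free medium wells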
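Using the IDH1-knockdown HT-1080 line run in the same batch and compound series as the NT line, viability after 48 h at 37 °C was determined by CellTiter-Glo luminescence and expressed as % activity.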
WRN inhibitor = inhibitors of human WRN helicase; Q14191; WRN helicase unwinding, fluorescent forked duplex, kinetic; 360,000 compounds, 0.46% hits; Potency, µM (doses to about 114 µM), inactives show at the top dose activity change, negative = inhibition, actives largely listed as inhibitors; further: potency means the concentration at half of the fitted maximal effect; on the % scale 0 is the no-effect control and ±100 the full control effect; nearly all actives have a fitted effect of over 55% in size
Target sequence (Q14191 whole entry, looked up): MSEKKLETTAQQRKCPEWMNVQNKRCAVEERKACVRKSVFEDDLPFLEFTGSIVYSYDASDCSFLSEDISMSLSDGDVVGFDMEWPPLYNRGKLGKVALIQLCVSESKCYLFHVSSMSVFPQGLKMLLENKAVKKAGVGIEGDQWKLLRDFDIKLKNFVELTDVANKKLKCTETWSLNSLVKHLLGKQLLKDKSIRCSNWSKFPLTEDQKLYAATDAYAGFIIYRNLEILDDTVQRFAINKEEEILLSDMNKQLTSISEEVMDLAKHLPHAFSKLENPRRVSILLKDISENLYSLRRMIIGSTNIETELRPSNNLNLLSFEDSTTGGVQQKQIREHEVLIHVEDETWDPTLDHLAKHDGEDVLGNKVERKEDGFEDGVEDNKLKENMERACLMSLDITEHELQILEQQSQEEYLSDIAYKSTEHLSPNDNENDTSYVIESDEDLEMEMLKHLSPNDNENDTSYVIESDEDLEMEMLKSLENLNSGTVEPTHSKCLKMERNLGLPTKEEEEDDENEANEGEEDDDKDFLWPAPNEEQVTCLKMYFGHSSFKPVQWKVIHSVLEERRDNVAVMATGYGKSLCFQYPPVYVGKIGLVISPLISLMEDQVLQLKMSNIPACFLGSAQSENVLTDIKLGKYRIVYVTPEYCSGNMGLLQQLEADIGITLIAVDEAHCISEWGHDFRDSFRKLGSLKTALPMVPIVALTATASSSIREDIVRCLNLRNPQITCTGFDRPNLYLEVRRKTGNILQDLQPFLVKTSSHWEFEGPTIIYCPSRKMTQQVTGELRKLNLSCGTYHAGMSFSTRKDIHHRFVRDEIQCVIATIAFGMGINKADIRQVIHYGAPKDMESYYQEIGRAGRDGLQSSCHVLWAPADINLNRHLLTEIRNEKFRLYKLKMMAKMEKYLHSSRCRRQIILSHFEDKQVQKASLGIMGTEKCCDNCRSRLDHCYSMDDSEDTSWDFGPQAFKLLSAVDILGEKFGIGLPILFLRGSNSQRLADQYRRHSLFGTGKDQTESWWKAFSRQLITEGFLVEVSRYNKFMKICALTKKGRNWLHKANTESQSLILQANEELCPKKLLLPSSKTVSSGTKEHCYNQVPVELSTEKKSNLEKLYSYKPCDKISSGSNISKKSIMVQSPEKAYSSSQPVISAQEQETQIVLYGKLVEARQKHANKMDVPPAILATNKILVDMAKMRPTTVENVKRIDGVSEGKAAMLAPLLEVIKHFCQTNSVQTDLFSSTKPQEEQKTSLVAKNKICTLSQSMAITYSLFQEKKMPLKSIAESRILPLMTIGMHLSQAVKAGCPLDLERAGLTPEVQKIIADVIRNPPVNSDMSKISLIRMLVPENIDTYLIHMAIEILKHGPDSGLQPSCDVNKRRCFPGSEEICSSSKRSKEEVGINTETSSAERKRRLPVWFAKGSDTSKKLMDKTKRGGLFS
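Primary qHTS, 1536-well format. 20 nM WRN + compound, 15 min RT; start with 100 nM forked fluorophore/quencher duplex, 2 mM ATP (final); kinetic read ex 525/em 598 nm.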
Numbers without * were called inactive; u = inconclusive; x = no result given; [ ] = remark or other dose. Unless noted, the call rests on the fitted dose curve; in most records, active means well fitted curve in the direction sought with a large enough effect; inconclusive means small, poorly fitted or top-dose-only effect, or another doubt; inactive means no such curve, though single readings can be large; an effect the other way counts as inactive or inconclusive. Rows are unselected; 12% or so of the library scored in one or more.

SMILES | HT1080-NT tox | SW480 rereplic | KB-V1 cytotox | IL-1B inflam inh | ATXN2 expr inh | MCF10A rereplic | KB-3-1 tox | HT1080 IDH1KD tx | WRN inhibitor
O=C(NCc1ccccc1)c1ccccc1NC(=O)C1CCCCC1 | 0% | -1% | u | -17 | 12% | 15% | 0% | 11% | -22%
Fc1cc(F)cc(NC(=S)Nc2ccccc2N2CCOCC2)c1 | 5% | 1% | -2% | -9 | -22% | -2% | -2% | -5% | -8%
CC(=O)NC1=NC(=O)/C(=C/N2CCOCC2)S1 | 22% | -6% | 30% | 7 | 0% | 0% | 0% | 16% | -1%
COc1ccc(Cc2nnc(SCC(=O)Nc3ccccc3C#N)o2)cc1 | -4% | 3% | 4% | -4 | -4% | 1% | 1% | 19% | -32%
CCOc1cc(/C=N/NC(=O)c2c(C)nc3ccc(Cl)cn23)ccc1O | -3% | x | 18% | 12 | x | x | 0% | -2% | -9%
COC(=O)c1[nH]c2ccccc2c1NC(=O)c1c(F)cccc1F | 12% | -6% | -7% | 22 | x | 13% | 2% | 9% | 3%
COCCNC(=O)[C@@H]1CCCN1S(=O)(=O)c1cccc2cccnc12 | 20% | -9% | u | 5 | 12% | -8% | 16% | 7% | 1%
O=C(NC(=S)Nc1nc(-c2ccccc2)cs1)c1cccnc1 | 2% | -6% | 0% | 13 | -8% | 3% | 25% | 16% | -4%
Cc1ccc(OCc2cc(C(=O)NC(C)Cc3cnccn3)no2)cc1C (configuration not stated) | 8% | -8% | u | 7 | -6% | 0% | 1% | 9% | -1%
Nc1nc2ncccn2c1-c1ccc(F)c(F)c1 | 5% | x | 5% | -4 | x | x | 19% | 15% | 0%
CCCN(CCC)c1ccc(CC(=O)NC(C)Cc2ccccc2)cc1 (configuration not stated) | 19% | -30% | u | 0 | 6% | -4% | u | 8% | -20%
C=CCN(C(=O)Nc1ccc(Cl)cc1)C1CC(=O)N(c2ccc(OC)cc2)C1=O (configuration not stated) | -20% | 0% | -15% | 12 | -11% | 1% | 3% | -21% | -6%
CCc1ccccc1NC(=O)C1CCN(C(=O)c2ccc([N+](=O)[O-])cc2)CC1 | 0% | -1% | -16% | 6 | 3% | -5% | 0% | 10% | -6%
CC(CC(=O)Nc1cccc(S(=O)(=O)N2CCCCC2)c1)c1ccccc1 (configuration not stated) | -1% | -4% | -27% | -3 | -19% | -3% | -5% | -2% | 4%[11.6 µM]
COc1c(Cl)cnn(-c2cccc(C)c2)c1=O | 9% | -10% | 11% | -13 | 1% | -6% | -11% | 14% | 7%
COc1nnc(-c2ccc(N3CCOCC3)c(NC(=O)c3ccccc3)c2)c2ccccc12 | 3% | 12% | u | u | -17% | u | -4% | 4% | 8%
N#Cc1ccc(-c2nnnn2-c2ccc3c(c2)OCO3)cc1 | -3% | 1% | 2% | 15 | 14% | 3% | 12% | -6% | 6%
COCCn1cnc2c1c(=O)n(CC(=O)O)c(=O)n2Cc1ccccc1 | -4% | 4% | 4% | -4 | x | -1% | 2% | 6% | 2%
O=C(OCC(=O)N1CCCCC1)c1n[nH]c(=O)c2ccccc12 | 6% | -50%[inhibitor] | 9% | 23 | -4% | -12% | 12% | 3% | -1%
CCCN(Cc1cc2ccc(C)cc2[nH]c1=O)C(=O)c1ccccn1 | -5% | -8% | u | -1 | -5% | 29% | 5% | -1% | -32%[57.1 µM]
CN(C(=O)c1cc(-c2ccccc2)on1)C1CCCCC1 | 9% | -1% | -27% | -29 | 50%[activator] | 0% | -1% | 11% | -35%
COc1ccc(NC2=NCC(=O)N2c2ccccc2)c(OC)c1 | 15% | -3% | 9% | 16 | 7% | 4% | 21% | 5% | -3%
CCOc1ccc(NS(=O)(=O)c2ccc3c(c2)CCN3C(=O)C2CCC2)cc1 | -8% | -2% | u | 17 | -12% | 4% | -1% | -8% | -14%
CC1(C)CC(NC(=O)COc2ccc3c4c(c(=O)oc3c2)CCCC4)CC(C)(C)N1 | 19% | -8% | u | -2 | -12% | 16% | -2% | 15% | 7%
CCOc1ccc(/C=N/N2C(=O)C(CC(=O)Nc3ccc(F)cc3F)SC2=NC)cc1OC (configuration not stated) | -7% | u | 30% | -3 | x | u | 1% | 0% | 4%
CCC(=O)N1N=C(c2ccc(NS(=O)(=O)CC)cc2)CC1c1ccc(C)cc1 (configuration not stated) | 1% | 1% | -3% | 4 | x | 0% | 0% | 0% | -1%
CCc1nc2ccc(C(=O)NCc3ccc4c(c3)OCO4)cn2c1N(C)Cc1ccc(OC)cc1 | -30% | x | -15% | -10 | u | x | -1% | -17% | -1%
COC(=O)CN(C)C(=O)c1ccccc1OC1CCN(S(C)(=O)=O)CC1 | -12% | -3% | 3% | 15 | 1% | 0% | 12% | 9% | 12%
CCOC(=O)c1c(C)oc2c1c(C=NCC1CCCO1)c(O)c1ccccc12 (configuration not stated) | 9% | -4% | u | -21 | 3% | u | u | -4% | -35%
CCOc1ccc(N2C(=O)Nc3ccc(Br)cc3C2(O)C(=O)NCCCN(C)C)cc1 (configuration not stated) | 18% | -6% | 27% | 6 | 0% | -1% | 13% | 20% | -4%

A second format for part of the listing above:
> CCOc1ccc(N2C(=O)Nc3ccc(Br)cc3C2(O)C(=O)NCCCN(C)C)cc1 (configuration not stated)
  HT1080-NT tox: 18%	SW480 rereplic: -6%	KB-V1 cytotox: 27%	IL-1B inflam inh: 6	ATXN2 expr inh: 0%	MCF10A rereplic: -1%	KB-3-1 tox: 13%	HT1080 IDH1KD tx: 20%	WRN inhibitor: -4%

> CCc1nc2ccc(C(=O)NCc3ccc4c(c3)OCO4)cn2c1N(C)Cc1ccc(OC)cc1
  HT1080-NT tox: -30%	SW480 rereplic: x	KB-V1 cytotox: -15%	IL-1B inflam inh: -10	ATXN2 expr inh: u	MCF10A rereplic: x	KB-3-1 tox: -1%	HT1080 IDH1KD tx: -17%	WRN inhibitor: -1%

> CCOC(=O)c1c(C)oc2c1c(C=NCC1CCCO1)c(O)c1ccccc12 (configuration not stated)
  HT1080-NT tox: 9%	SW480 rereplic: -4%	KB-V1 cytotox: u	IL-1B inflam inh: -21	ATXN2 expr inh: 3%	MCF10A rereplic: u	KB-3-1 tox: u	HT1080 IDH1KD tx: -4%	WRN inhibitor: -35%

The list continues.
SMILES | HT1080-NT tox | SW480 rereplic | KB-V1 cytotox | IL-1B inflam inh | ATXN2 expr inh | MCF10A rereplic | KB-3-1 tox | HT1080 IDH1KD tx | WRN inhibitor
O=c1c2ccccc2nnn1CSc1nnc(-c2cccnc2)n1-c1ccccc1F | 2% | 11% | -11% | -16 | 6% | 4% | -14% | 18% | -10%
O=C(/C=N/O)NCC1CCNCC1 | 5% | -3% | -5% | 0 | 1% | 0% | -2% | 13% | 8%
CC(C)(C)c1ccc(/C=C2\CCn3c2nc2cc(C(=O)O)ccc2c3=O)cc1 | -1% | 7% | -1% | 16 | x | 7% | -1% | -1% | 1%
Cc1cc(N2C(=O)c3ccc(C(=O)Nc4ccccc4O)cc3C2=O)no1 | 7% | -8% | 13% | 11 | 6% | 5% | 2% | 8% | -3%
O=C(COC(=O)c1ccccc1C(=O)N1CCN(c2ccccc2)CC1)NCc1ccccc1 | 11% | -5% | -1% | 6 | -11% | 0% | 16% | -1% | -1%
O=C(NCc1nnc(SCC(=O)N2CCCC2)o1)c1c(F)cccc1Cl | 4% | -7% | 6% | 0 | -2% | 4% | 9% | -1% | -7%
CCCCn1c(=O)c(CCC(=O)OCC(=O)Nc2cccc3ccccc23)nc2ccccc21 | -2% | 7% | 23% | 17 | -21% | 6% | 17% | 0% | 0%
Cc1ccccc1OCC1CN(CN2CCOCC2)C(=O)O1 (configuration not stated) | 2% | -4% | 18% | 18 | -1% | 20% | 17% | 14% | -1%
CCCCn1c(SCC(=O)N2CCC(C)CC2)nc2ccsc2c1=O | -16% | 2% | 1.2µM* | 7 | -10% | 12% | -22% | -9% | -4%
CCC(c1nnnn1C1CCCCC1)N(Cc1ccco1)Cc1cc2ccc(OC)cc2[nH]c1=O (configuration not stated) | u | u | u | -58* | u | u | u | u | -15%
CCOc1cccc(C2C(C(=O)c3ccc(C)o3)=C(O)C(=O)N2Cc2ccncc2)c1 (configuration not stated) | 2% | 1% | 0% | 8 | 2% | 8% | 0% | -5% | 9%[57.1 µM]
Cc1ccc(S(=O)(=O)N2CCN(C(=O)COC(=O)CCOc3ccc(C(C)(C)C)cc3)CC2)cc1 | -5% | 18µM* | -1% | -15 | -3% | 4% | -6% | -7% | 0%
COCc1ccccc1C1=CC(=O)C[C@H](c2ccc(OC)cc2)C1 | 1% | 2% | -1% | -3 | 13% | u | 0% | 11% | -4%
Cc1ccc(NC(=O)CSc2nc(=O)n(CCN(C)C)c3c2CCCC3)cc1Cl | -18% | u | -6% | -87* | -23% | 12% | -14% | u | 15%
CCOC(=O)Cc1csc(NS(=O)(=O)c2cc(Cl)ccc2Cl)n1 | 0% | -1% | -13% | 7 | -16% | -4% | 0% | -6% | -12%
O=C(OCCCc1cc2ccccc2c(=O)o1)c1ccc2c(c1)OCO2 | -1% | -37%[inhibitor] | -16% | 38 | -1% | 23% | -9% | -1% | 2%
CN(CCOc1ccccc1)CC(O)COCc1ccccc1F (configuration not stated) | 5% | -9% | 10% | 16 | -18% | 1% | 12% | 2% | 17%
COc1cccc(-c2ccc(NC(=O)C3CCCN(Cc4cnc(N(C)C)s4)C3)cc2)c1 (configuration not stated) | -15% | 2% | 19% | 15 | x | u | -21% | -18% | -7%
COc1ccc(C2(C)NC(=O)N(CC(=O)Nc3ccc(Br)cc3F)C2=O)cc1OC (configuration not stated) | -18% | -7% | -1% | -19 | 1% | -16% | -4% | -10% | 2%
CC(C)[C@H](NC(=O)N1c2ccccc2NC(=O)[C@@H]1C(C)C)C(=O)N[C@@H](C(=O)O)c1ccccc1 | -4% | -2% | 0% | 5 | -10% | 3% | 0% | u | -5%
